# M1 antag = human M1 muscarinic receptor antagonists, primary screen, CHO-K1 cells, Fluo-8 calcium fluorescence, 1536-well; CHO-K1 hM1, ACh EC80 antagonist; inhibition, % at 3 µM; 360,000 tested, 1.3% active; AID 588852, 2011;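 active = percent inhibition above its own plate's cutoff, namely the mean of that plate's compound wells plus 3 SD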;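 also: peak over basal fluorescence ratio during 140 s after agonist addition; 0% = ACh EC80 plus DMSO and 100% = DMSO alone without agonist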
# Target sequence (P11229 whole entry, looked up): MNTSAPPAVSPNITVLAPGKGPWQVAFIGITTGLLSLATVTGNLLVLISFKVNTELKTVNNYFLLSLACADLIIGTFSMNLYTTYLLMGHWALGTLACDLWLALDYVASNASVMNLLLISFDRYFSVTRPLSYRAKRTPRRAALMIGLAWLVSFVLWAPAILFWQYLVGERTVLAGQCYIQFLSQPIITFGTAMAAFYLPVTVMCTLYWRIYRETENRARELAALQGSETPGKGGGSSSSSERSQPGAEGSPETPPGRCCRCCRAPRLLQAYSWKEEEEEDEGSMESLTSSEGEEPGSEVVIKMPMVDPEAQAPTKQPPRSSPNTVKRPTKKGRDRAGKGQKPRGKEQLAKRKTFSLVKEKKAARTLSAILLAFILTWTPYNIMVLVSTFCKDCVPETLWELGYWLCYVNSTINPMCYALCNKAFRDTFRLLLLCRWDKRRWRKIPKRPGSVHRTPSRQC
# CHRM4 PAM = human M4 muscarinic receptor positive allosteric modulators, primary screen, CHO-K1 cells, Fluo-8 calcium fluorescence | CHO-K1 hM4/Gqi5, ACh EC20; 0% = ACh EC20, 100% = maximal ACh | activation, % at 3 µM | 360,000 tested, 0.4% active | AID 624126, 2012;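 active = activation above its plate's cutoff, the mean activation of sample wells plus 3 SD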; also: some results filed as inactive read as strong as hits
# M5 PAM = human M5 muscarinic receptor positive allosteric modulators, primary screen, CHO-K1 cells, Fluo-8 calcium fluorescence; Muscarinic acetylcholine receptor M5 (Homo sapiens), P08912; CHO-K1 hM5, ACh EC20 PAM; 0% = ACh EC20, 100% = ACh EC100; activation, % at 3 µM; 360,000 tested, 0.3% active;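 active = activation above the run cutoff, the mean activation of all test compounds plus 3 SD, cut at about 18% in these data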
# Target sequence (P08912 whole entry, looked up): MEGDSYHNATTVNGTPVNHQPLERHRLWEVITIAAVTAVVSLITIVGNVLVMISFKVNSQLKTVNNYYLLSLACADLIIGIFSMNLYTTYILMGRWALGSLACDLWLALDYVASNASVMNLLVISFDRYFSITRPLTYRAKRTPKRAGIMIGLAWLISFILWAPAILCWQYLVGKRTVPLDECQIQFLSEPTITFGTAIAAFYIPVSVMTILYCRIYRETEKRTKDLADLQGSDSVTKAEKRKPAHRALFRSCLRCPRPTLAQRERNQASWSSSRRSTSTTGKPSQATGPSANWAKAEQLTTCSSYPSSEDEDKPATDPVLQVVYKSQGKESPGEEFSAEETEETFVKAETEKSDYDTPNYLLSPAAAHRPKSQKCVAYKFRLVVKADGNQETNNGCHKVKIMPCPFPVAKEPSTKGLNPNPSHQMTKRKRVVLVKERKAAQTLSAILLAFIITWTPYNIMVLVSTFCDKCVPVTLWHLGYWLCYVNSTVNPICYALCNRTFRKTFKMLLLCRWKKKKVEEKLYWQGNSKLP
#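 System – CHO-K1 hM5 cells · Compound – 3 µM, single dose · Incubation – compound preincubation 140 s before EC20 acetylcholine addition · Technique – Fluo-8 calcium fluorescence · Measure – Max/basal fluorescence ratio as % of EC20–EC100 ACh window · Benchmarks – low control EC20 acetylcholine (0%), high control EC100 acetylcholine (100%) · Replication – singlicate, one well per test compound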
# M5 ag = human M5 muscarinic receptor agonists, primary screen, CHO-K1 cells, Fluo-8 calcium fluorescence. AID 624037, 2012. activation, % at 3 µM. 360,000 tested, 0.19% active. CHO-K1 hM5 cells; 0% DMSO wells, 100% maximal acetylcholine response;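 active = activation above the run's mean over test compounds plus 3 SD, cut at about 23% in these data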;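 also: signal is peak over basal fluorescence ratio across the kinetic read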
# CRFR2-BP ag = agonists of CRF-BP/CRF-R2 complex, primary screen, cell-based, HEK293, calcium dye fluorescence, uHTS; calcium dye fluorescence (FLIPR); percent of saturating CRF peptide response; activation, % at 13.2 µM; 350,000 tested, 0.46% active; AID 588473, 2011;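 active = activation of at least 50%, plus an integration ratio under a set limit after plate pattern correction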;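 also: plate controls were neutral control wells without compound for no effect and CRF at EC100 for full effect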
# M4 antag = human M4 muscarinic receptor antagonists, primary screen, CHO cells, Fluo-8 calcium fluorescence | inhibition, % at 3 µM | AID 624125, 2012 | 360,000 tested, 0.73% active | Muscarinic acetylcholine receptor M4 (Homo sapiens), P08173 | CHO-hM4 cells, ACh EC80;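 active = inhibition above its plate's cutoff, the mean inhibition of sample wells plus 3 SD, cut at about 27% in these data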;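 also: 0% = acetylcholine EC80 with DMSO and 100% = DMSO without agonist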
# CHRM1 PAM = human M1 muscarinic receptor positive allosteric modulators, primary screen, CHO-K1 cells, Fluo-8 calcium fluorescence, 1536-well; 360,000 tested, 0.088% active; AID 588819, 2011; Muscarinic acetylcholine receptor M1 (Homo sapiens), P11229; activation, % at 3 µM; CHO-K1 hM1, ACh EC20; 0% = ACh EC20, 100% = maximal ACh; in the data active = activation above about 19%, passing the limit was not always enough
# M4 ag = human M4 muscarinic receptor agonists, primary screen, CHO-K1 cells, Fluo-8 calcium fluorescence | Muscarinic acetylcholine receptor M4 (Homo sapiens), P08173 | CHO-K1 hM4/Gqi5; vehicle 0%, full acetylcholine response 100% | activation, % at 3 µM | 360,000 tested, 0.14% active;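 active = activation above the run mean over all test wells plus 3 SD, cut at about 32% in these data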;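 also: peak over basal fluorescence ratio per well then scaled between controls; 0% = DMSO wells and 100% = acetylcholine at EC100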
# CHRM5 antagonist = human M5 muscarinic receptor antagonists, primary screen, CHO cells, Fluo-8 calcium fluorescence; CHO-hM5 cells, ACh EC80; inhibition, % at 3 µM; 360,000 tested, 0.59% active; AID 624040, 2012;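 active = inhibition above a per-plate cutoff, the mean of that plate's test compounds plus 3 SD, cut at about 27% in these data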;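 also: 0% = acetylcholine EC80 with DMSO and 100% = DMSO without agonist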
# Active calls of the source: *; / = not tested or not shown.
SMILES,M1 antag,CHRM4 PAM,M5 PAM,M5 ag,CRFR2-BP ag,M4 antag,CHRM1 PAM,M4 ag,CHRM5 antagonist
Cc1ccc(/C=C2\Sc3ccccc3C2=O)s1,3,2,0,-7,17,-8,2,0,-2
Cc1[nH]ccc2cc3nc4ccccc4c3cc12,-6,-1,1,-1,2.7,6,4,1,-3
COc1ccc(OC)c(S(=O)(=O)N2CCN(c3ccccc3OC)CC2)c1,-9,-1,-4,-2,-1.1,-10,9,2,-4
Cc1c(N=Cc2cc3c(cc2Cl)OCO3)c(=O)n(-c2ccccc2)n1C,-3,5,-8,0,-0.3,2,1,0,8
Cc1ccc(S(=O)(=O)NCC(=O)NCC2COc3ccccc3O2)cc1C (centres undefined),-5,7,6,-1,-0.7,-1,8,2,-3
CCOC(=O)c1c(NC(=O)COC(=O)/C=C/c2ccco2)sc2c1CC(C)(C)NC2(C)C,-2,-5,0,0,0.6,3,4,11,7
OC[C@H]1NC[C@@H](O)[C@@H]1O,-21,5,0,0,-1.7,-2,4,1,-5
CCCC(=O)Nc1ccc(C(=O)COC(=O)c2cc(C)oc2C)cc1,-3,0,-2,9,-0.1,-5,7,5,-8
Cc1c(-c2ccccc2)nc(-c2ccccc2)[nH]c1=O,-15,27,4,-5,2.4,16,10,1,3
CC1C(=O)N(Cc2cn(CC3CCCCC3)nn2)CCS(=O)(=O)N1Cc1ccc(-c2ccc(F)nc2)cc1 (centres undefined),-2,4,0,1,0.9,-17,7,1,-3
O=C(NCc1ccco1)c1cc(-c2ccc(F)cc2)on1,2,3,-8,-2,-1.0,8,-2,5,7
Oc1c(Cl)cc(Cl)cc1/C=N/c1nccs1,-10,3,5,1,6.0,6,8,0,2
CC(=O)Nc1ccc(CNc2nc3cc(-c4cccc(C(F)(F)F)c4)sc3c(=O)n2C)cc1,-18,8,-1,0,/,-13,11,3,-1
COc1ccc2nc(C)cc(N3CCC(C(N)=O)CC3)c2c1,4,-6,-3,-4,1.2,-16,-2,1,11
COC(=O)C(Cc1c[nH]c2ccccc12)NC(=O)CNC(C)=O (centres undefined),0,8,-1,4,-1.3,-6,4,0,0
Cc1cccc(-n2cc(-c3ccc([N+](=O)[O-])cc3)[nH]c2=S)c1,9,-2,-1,-1,-1.9,0,-3,1,-6
Cc1ccc(S(=O)(=O)N2CCN(C(=O)c3ccccn3)CC2)cc1,-2,-7,-1,-5,3.1,0,3,1,-15
Cc1ccc(O)c(N=NC2=C(O)CC(C)(C)CC2=O)c1,0,5,-1,4,-0.8,-3,2,2,-2
COC(=O)CCCn1cc(CN2CC(N3CCN(Cc4cccc(C)c4)CC3)CS2(=O)=O)nn1 (centres undefined),/,-6,-5,-2,/,7,/,-1,3
OCCCn1c(-c2ccccc2)csc1=Nc1ccccc1,-4,-6,-4,-1,1.1,-13,2,5,-6
Cc1ccc(NC(=O)COc2coc(CN3CCc4ccccc43)cc2=O)cc1Cl,-19,3,-4,0,-1.7,4,8,0,7
CCCCCc1nc2sc3c(c2c(=O)n1N)CCC3,-13,16,-5,-2,-2.1,5,10,0,2
S=C1SCN(Cc2ccccn2)CN1Cc1ccco1,2,4,-13,0,-0.9,4,8,1,11
CC(/C=N/n1c(-c2ccncc2)n[nH]c1=S)=C\c1ccco1,-23,3,10,10,4.6,-1,12,1,-9
O=c1c2ccccc2c(C=NCCCN2CCOCC2)c(O)n1Cc1ccccc1,-7,2,6,-1,-1.0,-3,2,2,-8

# Record cards, as listed above. Screens in order: M1 antag, CHRM4 PAM, M5 PAM, M5 ag, CRFR2-BP ag, M4 antag, CHRM1 PAM, M4 ag, CHRM5 antagonist
# Cc1c(N=Cc2cc3c(cc2Cl)OCO3)c(=O)n(-c2ccccc2)n1C reads -3, 5, -8, 0, -0.3, 2, 1, 0, 8
# CC1C(=O)N(Cc2cn(CC3CCCCC3)nn2)CCS(=O)(=O)N1Cc1ccc(-c2ccc(F)nc2)cc1 (centres undefined) reads -2, 4, 0, 1, 0.9, -17, 7, 1, -3
# Cc1ccc(NC(=O)COc2coc(CN3CCc4ccccc43)cc2=O)cc1Cl reads -19, 3, -4, 0, -1.7, 4, 8, 0, 7
# OC[C@H]1NC[C@@H](O)[C@@H]1O reads -21, 5, 0, 0, -1.7, -2, 4, 1, -5

# Continued:
SMILES,M1 antag,CHRM4 PAM,M5 PAM,M5 ag,CRFR2-BP ag,M4 antag,CHRM1 PAM,M4 ag,CHRM5 antagonist
CSc1ncccc1C(=O)Nc1ccncc1,-7,0,3,-1,0.2,-1,9,1,-14
COc1ccc(N(CC(=O)NCCSc2ccccc2)S(C)(=O)=O)cc1,2,-1,-8,2,-1.1,-6,2,2,-4
Cc1oc(-c2cccs2)nc1CN1CCC(c2ccccc2)CC1,-9,16,4,-7,-0.9,-8,6,1,4
COc1ccc(/C=C/C(=O)OCC(=O)N2CCCCCC2)cc1OC,-16,10,4,1,0.4,-13,10,2,14
CCC1Oc2ccccc2N(CC(=O)Nc2ccccc2OC)C1=O (centres undefined),7,4,-4,-1,-2.9,2,-3,2,2
COCCn1c(N)c(C(=O)NCC2CCCO2)c2nc3ccccc3nc21 (centres undefined),3,-4,-9,0,-1.5,-2,-13,11,17
O=C(COc1ccc(Br)cc1)NNC(=S)NC(=O)c1ccccc1[N+](=O)[O-],3,0,-5,-6,0.0,4,0,-1,12
O=C1CCC2=C(CCCC2=O)N1,0,0,6,4,0.7,1,2,0,1
Cc1ccc(C(=O)N/N=C\c2ccc(OC(=O)c3cccs3)cc2)cn1,-5,-1,7,0,-2.1,-1,10,0,-4
Cc1cc(C)nc(N2N=C(C(F)(F)F)CC2=O)n1,-1,-4,1,0,-0.6,0,2,0,-4
CCN1C(=O)C(NC(C)=O)c2cc(Br)ccc21 (centres undefined),-18,3,0,-1,1.3,-4,5,0,-5
COc1ccc(-c2cc(NC(=O)c3cncn3-c3ccccc3)ccc2OC)cc1,-10,7,1,-3,0.2,-1,11,4,-4
CCN(CC)C(=O)c1cccc(NC(=O)c2cc(-c3ccccn3)nc3ccccc23)c1,20,-12,-26,3,-1.4,18,-10,20,24
CN(c1ccccc1)S(=O)(=O)c1ccc(Cl)c(C(=O)OCC(=O)c2c(N)n(C)c(=O)n(C)c2=O)c1,25,-15,-30,-4,-0.4,11,-15,18,21
Cc1ccc(C(=O)OCC(=O)N2CCC(C)CC2)cc1S(=O)(=O)N1CCCCC1,-11,-4,-2,0,0.8,6,4,5,14
CC1=NN(C(N)=S)C(=O)C1N=Nc1ccc([N+](=O)[O-])cc1 (centres undefined),-20,3,-4,-1,0.1,-10,10,2,7
Cc1nnc(-c2cnn(-c3ccccc3)c2N)n1Cc1ccccc1,-7,1,-9,-3,-0.3,-4,7,2,21
N#CC1(NC(=O)CSc2n[nH]c(-c3ccccc3)n2)CCCCC1,3,10,7,-1,0.6,7,9,2,0
Cc1cc(C)c(NC(=O)Cn2c(=O)n(-c3ccc(CC(=O)NCC4CCCO4)cc3)c(=O)c3ccccc32)c(C)c1 (centres undefined),-7,-4,7,1,1.7,2,7,1,-4
CCC(C)C(NC(=O)c1ccccc1NC(=O)c1ccc(OC)cc1)C(=O)NCc1ccco1 (centres undefined),13,1,-6,2,0.3,-6,-7,3,10
CCSc1ccccc1C(=O)NCCc1ccccc1,-3,-2,-6,-5,-1.7,-2,5,1,3
COC(=O)[C@@H]1CCCN1C(=O)CCc1nnc(CCc2c[nH]c3ccccc23)o1,-3,7,-1,-1,-1.6,-5,7,3,3
O=C(c1cccc(Br)c1)N1CCN(C2=NS(=O)(=O)c3ccccc32)CC1,1,-1,0,-2,-4.4,-5,-1,4,-3
O=C(NCCN1CCOCC1)C(=O)NCC1OCCN1S(=O)(=O)c1ccccc1 (centres undefined),-1,1,-2,0,-0.5,0,-4,1,5
C/C(=C\C(=O)c1sccc1Cl)N(C)C,17,3,-5,-4,-1.5,9,-6,0,13

# Next section:
SMILES,M1 antag,CHRM4 PAM,M5 PAM,M5 ag,CRFR2-BP ag,M4 antag,CHRM1 PAM,M4 ag,CHRM5 antagonist
CCc1ccc(CNC(=O)CCc2nnc(Cc3cccc(C(F)(F)F)c3)o2)nc1,-5,3,1,0,-2.7,3,7,0,-1
CC1=C(C(=O)Nc2ccccc2C(=O)N2CCCCC2)SCCO1,23,-6,-6,-5,-0.3,-1,-7,-1,8
COc1ccc(C(=O)NCCS(=O)(=O)N2CCN(Cc3ccccc3)CC2)cc1,-13,8,11,0,-0.8,-9,6,2,-7
Cc1ccc(C2CC(c3cccc(C)c3)n3nc(N)nc3N2)cc1 (centres undefined),-7,2,-8,0,30,-6,-2,5,-1
O=C(Cc1ccccc1)N(c1ccccc1)c1ccccc1,-20,4,4,0,-0.4,-25,10,4,-2
O=C(Nc1ccccc1C(=O)Nc1ccncc1)c1cccc([N+](=O)[O-])c1,-4,-1,-4,-2,-1.0,-10,2,5,7
CC(C)[C@@H](C(=O)NC1CCN(Cc2ccccc2)CC1)N1C(=O)N2CCc3c([nH]c4ccccc34)[C@@]2(C)C1=O,26,7,9,-2,2.3,-11,-14,2,-2
CCCN1CCC(=O)N([C@H](CO)c2ccccc2)CC1,1,1,4,-10,-1.5,2,-5,0,4
Nc1sc(-c2ccccc2)c(Cc2ccccc2)c1C(=O)O,2,-6,-4,-3,-1.9,3,-2,0,2
COc1cccc(OC)c1-c1nn2c(-c3cc(-c4ccccc4)n[nH]3)nnc2s1,-4,0,-4,-4,0.1,-12,-2,2,19
Cc1ccc(-c2nc(C#N)c(NCc3ccco3)o2)cc1,-39,5,-2,-5,-7.4,-15,5,2,-2
CCOC(=O)c1c(NC(=O)CSc2nccn2C)sc(C(=O)NC)c1C,-5,-5,3,2,-0.6,-7,4,0,1
CC(=O)NC1(c2cccc(F)c2)CCN(CC(=O)NC(C)C)CC1,-5,4,4,-2,1.7,0,1,0,-2
O=C(NC(=S)N1CCN(c2ccc(F)cc2)CC1)C12CC3CC(CC(C3)C1)C2,-7,-1,-9,-1,3.5,2,4,0,12
CCCOc1ccc(C(=O)NC(=S)Nc2nc3ccccc3s2)cc1,-5,1,1,1,0.0,1,7,1,0
CNC(=O)c1ccc(NC(=O)c2cc(S(=O)(=O)N(C)C)ccc2N2CCCC2)cc1,9,5,4,-3,-1.3,-9,2,1,12
CCCn1c(=O)c(C(=O)NCc2ccccc2Cl)c(O)c2ccccc21,3,4,6,2,-0.3,-11,1,1,6
C=CCN1C(c2ccc(Br)cc2)=CS/C1=C(/C#N)c1nnc(N2CCOCC2)n1-c1ccccc1,-6,8,-4,-3,-0.1,-8,-5,5,3
COc1ccccc1NC(=O)C1CCN(C(=O)c2ccc(C(C)(C)C)cc2)CC1,-6,-5,-4,-5,-0.9,-11,11,3,12
O=C(CC1C[C@H](C(=O)N2CCOCC2)[C@@]2(CCC3CCCC3)c3[nH]c4ccccc4c3CCN2C1=O)NCc1ccco1 (some centres undefined),-9,3,7,0,19,9,7,0,-8
